Assay outcomes as filed in PubChem BioAssay.
V-ATPase pH = regulators of yeast V-ATPase proton pumping, primary screen, pHLuorin cytosolic pH fluorescence; S. cerevisiae; response, % at 10 µM; 350,000 compounds, 0.37% hits; AID 504577, 2011; in the data active = response mostly above about 7.3%, no sharp cut-off; inactive = mostly below about 5.4%; note: actives read high; inactives centre near 0; some compounds called inactive have numbers as strong as hits; reference of the scale not given here
C-LANA FP = inhibitors of KSHV C-LANA binding to DNA, primary screen, biochemical, fluorescence polarization, FAM-LBS DNA, MBP-C-LANA, single point. 340,000 compounds, 0.078% hits. inhibition, % at 9 µM. Kaposi's sarcoma herpesvirus LANA C-terminal domain (residues 932-1162) DNA binding. AID 504423, 2011;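 active = highest replicate inhibition at or above 60% at 9 µM, even if other replicates fall short; inactive = all replicates below 60% inhibition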;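 note: 0% = neutral control wells and 100% = 4 µM acridine orange control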
RTF Ca sens inh = cardiac RTF calcium sensitivity inhibitors, primary screen, biochemical, IANBD-TnC fluorescence, EC70 calcium. Troponin I, cardiac muscle (Homo sapiens) + Troponin T, cardiac muscle (Homo sapiens) + …. 340,000 compounds, 0.12% hits. IANBD-labeled cardiac RTF, Ca2+ fluorescence. inhibition, % at 7.15 µM;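 active = inhibition above the mean inhibition of all tested compounds plus 3 SD, cut at about 17% in these data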;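 note: assay run at fixed EC70 calcium of 1.6 mM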
Wnt act = Wnt/beta-catenin pathway activators, primary screen, cell-based, plate reader, single point; activation, % at 9.35 µM; Wnt/beta-catenin reporter cell assay, activator; AID 743398, 2014; 300,000 compounds, 1.2% hits; in the data active = activation above about 30%, passing the limit was not always enough;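 note: 0% = neutral control wells and 100% = positive control wells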
Keap1-Nrf2 PPI = Keap1-Nrf2 protein-protein interaction inhibitors, primary screen, biochemical, fluorescence polarization, single point. Kelch-like ECH-associated protein 1 (Homo sapiens), Q14145. Keap1 Kelch-Nrf2 peptide fluorescence polarization, 1536-well. inhibition, % at 9.4 µM. 340,000 compounds, 0.15% hits; in the data active = inhibition above about 12%;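 note: human Keap1 Kelch domain with fluorescein labeled Nrf2 9mer peptide probe; 0% = neutral control wells and 100% = peptide positive control; higher means more block of Keap1 binding to Nrf2 peptide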
Arr AP2 block = inhibitors of beta-arrestin/AP2 binding, primary screen, biochemical, GPCR trafficking, flow cytometry. AID 504490, 2011. FITC-arrestin peptide / GST-AP2 beads; AP2 beta2 appendage carries R879A mutation. 340,000 compounds, 0.31% hits. inhibition, % at 10 µM. beta-arrestin 1 C-terminal peptide binding to AP2 beta2-adaptin appendage (human);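 active = inhibition above a set limit, near 3 SD of compounds lacking own fluorescence, cut at about 54% in these data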;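 note: plate controls were DMSO wells for no effect and 5 µM unlabelled arrestin peptide for full effect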
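system = GST-tagged AP2 beta2-adaptin appendage (R879A) on 4 µm glutathione beads | reagent = FITC-labelled arrestin peptide probe, 50 nM final | schedule = compound with beads 12 min RT, then probe 1 h RT | signal = HyperCyt-sampled flow cytometry, FL1 channel, ex 488/em 535 nm | read-out = percent response from loss of bead-bound FITC fluorescence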
RTF Ca sens act = cardiac RTF calcium sensitivity activators, primary screen, biochemical, IANBD-TnC fluorescence, EC20 calcium | Troponin I, cardiac muscle (Homo sapiens) + Troponin T, cardiac muscle (Homo sapiens) + … | IANBD-labeled TnC RTF fluorescence at EC20 calcium; 0% EC20 calcium, 100% full calcium | activation, % at 7.2 µM | 340,000 compounds, 0.24% hits | AID 493008, 2010;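 active = activation above the mean over all tested compounds plus 3 SD, cut at about 30% in these data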;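 note: rise in fluorescence read as greater calcium sensitivity of cardiac thin filaments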
MOR-DOR ag = agonists of OPRM1-OPRD1 heterodimerization, primary screen, cell-based, luminescence. Mu-type opioid receptor (Homo sapiens) + Delta-type opioid receptor (Homo sapiens), …. cells. activation, % at 9.3 µM. 340,000 compounds, 0.3% hits. AID 504326, 2011; in the data active = activation above about 18%;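 note: 0% = vehicle-treated cells and 100% = reference agonist; values of inactives mirror those of a sister screen read the other way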
Target sequence (P35372 whole entry, looked up): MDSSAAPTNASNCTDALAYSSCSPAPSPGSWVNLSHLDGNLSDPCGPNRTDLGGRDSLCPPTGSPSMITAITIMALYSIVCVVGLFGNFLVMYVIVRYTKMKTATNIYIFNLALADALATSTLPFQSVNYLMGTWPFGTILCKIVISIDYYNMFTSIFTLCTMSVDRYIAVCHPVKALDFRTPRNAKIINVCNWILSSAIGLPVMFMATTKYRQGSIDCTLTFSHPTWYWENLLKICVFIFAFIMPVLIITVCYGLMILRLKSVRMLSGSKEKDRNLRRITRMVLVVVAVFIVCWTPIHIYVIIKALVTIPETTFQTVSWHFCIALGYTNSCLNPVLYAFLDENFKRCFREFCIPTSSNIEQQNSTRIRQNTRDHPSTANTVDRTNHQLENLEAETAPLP
Target sequence (P41143 whole entry, looked up): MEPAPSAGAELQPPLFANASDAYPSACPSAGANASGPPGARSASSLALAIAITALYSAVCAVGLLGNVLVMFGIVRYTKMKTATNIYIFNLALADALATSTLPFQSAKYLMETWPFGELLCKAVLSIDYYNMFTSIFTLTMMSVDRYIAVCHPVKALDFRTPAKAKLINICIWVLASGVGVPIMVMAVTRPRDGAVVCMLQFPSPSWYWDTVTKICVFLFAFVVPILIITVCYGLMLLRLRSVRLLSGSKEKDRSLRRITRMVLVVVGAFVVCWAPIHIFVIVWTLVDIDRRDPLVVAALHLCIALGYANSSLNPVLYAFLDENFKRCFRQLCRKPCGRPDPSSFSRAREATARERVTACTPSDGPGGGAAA
OPRM1-OPRD1 inv = inverse agonists of MOR-DOR heterodimerization, primary screen, cell-based, luminescence; cell-based MOR-DOR heterodimer luminescence, inverse agonism; 340,000 compounds, 0.21% hits; inhibition, % at 9.3 µM; AID 504357, 2011; in the data active = inhibition above about 22%, passing the limit was not always enough;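 note: 0% = cells with DMSO and 100% = wells without cells with DMSO; values of inactives mirror those of a sister screen read the other way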
Pemphigus Ab inh = inhibitors of pemphigus antibody binding to DSG3, primary screen, biochemical, bead-based, flow cytometry, scFv-GFP; Desmoglein-3 (Homo sapiens), P32926; DSG3-coupled beads, scFv-anti-DSG3-GFP binding; stronger effect = lower value; binding (percent of control), % at 10 µM; 310,000 compounds, 0.48% hits; AID 588358, 2011;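 active = binding more than 3 SD below its plate's average and above zero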; note: some compounds called inactive have numbers as strong as hits
Starred values were filed as active, the others as inactive; · = not tested or not shown.

V-ATPase pH	C-LANA FP	RTF Ca sens inh	Wnt act	Keap1-Nrf2 PPI	Arr AP2 block	RTF Ca sens act	MOR-DOR ag	OPRM1-OPRD1 inv	Pemphigus Ab inh	mol
3.5	-1.3	14.3	18.3	-1.5	-7.6	-0.6	0.2	-0.9	93.3	Cc1cc(-c2nc3ccccc3[nH]2)ccc1N
-1.1	-1.4	-5.1	-1.8	-5.1	-11.2	-1.5	-0.9	4.9	95.7	CC1(C)CN(c2ccc(F)cc2)C1=O
-1.6	-6.9	4.6	-1.6	-2.8	11.6	-0.8	-2.8	14.7	101.6	O=C(CSc1nccc(=O)[nH]1)NC1CCCc2ccccc21 (centres undefined)
2.0	-0.2	-8.7	0.9	-6.4	-2.7	10.6	-0.5	2.3	108.1	O=C(CCl)N1c2ccccc2OCC1c1ccccc1 (centres undefined)
0.3	0.5	-6.0	·	0.7	-4.7	-0.5	-0.4	2.1	102.3	Cc1ccc(S(=O)(=O)N2CCN(C(=O)c3ccc(OCc4c(C)noc4C)cc3)CC2)cc1
2.7	1.5	-8.2	-0.5	-0.6	-7.6	0.7	-1.9	9.7	·	CC(=O)c1ccc(C(=O)N2CCc3c([nH]c4ccccc34)C2c2ccccn2)s1 (centres undefined)
-3.3	2.0	3.9	2.5	-1.7	-13.2	7.6	-2.6	12.7	85.2	CN(C)CCN(Cc1ccccc1)S(=O)(=O)c1ccc2c(c1)n(C)c(=O)c(=O)n2C
-4.1	-0.8	-12.1	-0.5	1.4	14.7	-1.9	-2.1	10.8	102.4	COc1ccc(OCCOC(=O)CCS(=O)(=O)c2ccc(C)cc2)cc1
-1.0	-2.3	-3.8	-0.6	-1.8	-9.9	-2.5	-1.9	9.9	101.8	Cc1ccc(SC(C)C(=O)NC(N)=O)c(C)c1 (centres undefined)
-3.9	-1.2	-10.1	-1.8	-5.3	-1.7	17.8	3.5	-28.9	128.5	Cc1c(Cl)c([N+](=O)[O-])nn1CC(=O)N1CCN(C23CC4CC(CC(C4)C2)C3)CC1
0.6	-1.6	-9.1	51.9*	-2.9	18.7	4.8	-2.5	12.8	111.5	CC(=O)N(C)c1ccc(N=NC2C(=O)N(C(N)=S)N=C2C)cc1 (centres undefined)
1.4	-0.7	-9.9	·	-1.3	8.1	0.1	2.8	-12.2	91.9	COc1ccccc1-n1cnc2cc(NS(=O)(=O)c3ccc(Br)cc3)ccc21
-2.7	1.3	-4.2	-5.1	-1.1	6.0	-2.7	·	·	106.1	COc1ccc(CN(C)C(=O)Cn2cnc3c(NCc4ccccc4)ncnc32)cc1OC
3.5	-0.2	-11.5	-4.3	-4.6	-0.6	-2.5	-4.2	17.6	108.0	CCOC(=O)N1CCN(C2CC(=O)N(c3ccc(Cl)c(Cl)c3)C2=O)CC1 (centres undefined)
2.2	2.7	-9.3	-1.7	-1.1	-9.9	0.7	-2.9	15.4	104.4	Cc1cccc(C)c1NC(=O)C1CCCN1C(=O)NCc1ccccc1 (centres undefined)
1.9	-0.4	1.1	-4.5	-4.4	13.6	-8.3	3.2	-20.0	·	CN1C(=S)SC(C)(C)C1(C)NO (centres undefined)
0.3	-1.5	-3.1	·	0.2	24.3	-5.0	0.4	-2.0	94.2	N#CC(c1ccccc1)C1CCN(Cc2ccccc2)CC1 (centres undefined)
3.5	-0.8	3.5	-21.9	2.7	18.6	-2.0	5.1	-26.8	96.8	COc1ccc(C(=O)Nc2cccc(/C=C/c3nc4ccccc4c(=O)[nH]3)c2)cc1
-4.3	1.9	7.6	·	2.5	25.4	-0.7	-0.6	3.1	100.4	COc1ccc2c(c1[N+](=O)[O-])CCC/C2=N/OC(=O)c1cccc2ccccc12
4.8	-1.8	-1.6	-0.6	-5.1	3.2	3.5	2.9	-14.6	100.6	COc1ccc(NC(=O)COC(=O)CCCOc2ccc(Cl)cc2Cl)cc1
0.2	-2.1	-7.4	4.3	-8.8	-1.8	-0.5	0.6	-3.1	106.4	CCN1CCN(CCCNC(=O)c2cc3c(=O)oc4ccc(C)cc4c3s2)CC1
-1.6	1.8	7.9	-1.2	-5.9	17.6	1.7	-1.4	7.6	101.3	COc1ccc(C(=O)NC(=S)N2CCCCC2c2cccnc2)cc1OC (centres undefined)
-2.4	3.8	2.9	-1.5	0.7	26.1	-1.5	-2.6	14.2	111.2	O=C(O)c1ccc(N2N=C(c3ccccc3)CC2c2ccccc2)cc1 (centres undefined)
2.7	-0.1	0.8	18.7	-0.5	-1.8	-4.7	-2.4	13.0	102.4	O=C(CSc1nnc(NC(=O)c2ccccc2)s1)NCc1ccco1
0.2	-0.1	-14.1	-3.2	-2.8	-11.3	-2.3	-1.0	6.1	·	CCS(=O)(=O)N1CCN(C(=O)c2cccnc2)CC1
-0.8	1.4	-7.1	-0.9	-2.9	-4.1	4.3	-4.1	19.0	110.4	COc1ccc(CC(=O)N/N=C(/C)c2ccco2)cc1
-12.9	-0.5	2.5	·	-3.8	2.5	-4.1	-1.9	8.1	·	CC(C)NC(=O)C(=O)NCCc1ccc(Cl)cc1
0.7	1.0	-10.5	1.2	-1.3	-5.1	4.8	-1.2	6.9	105.4	Cc1cc(C)c2c(CC(=O)N3CCCC3)coc2c1
-0.8	-0.4	-15.5	1.6	1.4	18.5	1.8	0.6	-2.7	97.0	CCN1C(=O)/C(=C\C(=O)c2cccs2)c2cc(Br)ccc21
-2.8	-0.7	5.8	-1.0	-2.2	21.4	-4.9	-4.5	24.1	98.0	Cc1nn(C(C)C(=O)N2CCCC2)c(=O)c2nn(-c3ccccc3)c(C)c12 (centres undefined)
-2.8	-0.3	-4.9	-0.2	-4.6	-6.4	3.7	-1.9	9.9	100.7	COCCNC(=O)C(NC(=O)C1CCCCC1)C(C)C (centres undefined)
4.3	0.9	-10.8	·	-2.8	0.2	5.2	-0.9	4.0	·	CC(C)(C)CC(C)(C)NC(=O)CSCC(=O)Nc1ccc2ccccc2c1
-3.8	-0.2	-0.5	-2.7	0.3	0.7	0.2	-0.8	4.1	99.2	CCOC(=O)C1=NN(c2ccc(Cl)cc2)C(c2ccccc2)CC1=O (centres undefined)
0.0	-1.4	-16.6	-0.6	-9.9	1.7	-0.9	-2.6	12.8	81.9	Cn1cccc1Cc1nnc(SCC(=O)NCCc2ccccc2)n1C
-1.5	-1.1	-5.5	-2.5	3.3	25.9	-6.9	-3.7	20.0	102.5	Cc1ccccc1C(N)=O
-0.5	0.5	-2.5	2.2	-2.1	22.3	-3.1	-0.8	4.4	99.1	Cc1ccc(Nc2nc(-c3sc(NC(=O)c4ccccc4)nc3C)cs2)cc1
0.9	-0.1	-9.8	·	-9.1	-2.0	-4.2	-3.3	16.1	98.5	CCCCOc1ccc(CNC(=O)NS(=O)(=O)c2ccc(OCC(C)C)cc2)cc1
-0.6	4.0	-4.1	-2.3	-4.1	-2.9	3.7	-1.9	9.0	100.7	CC(C)(C)n1nc2c(c1NC(=O)Cc1cccc3ccccc13)CS(=O)(=O)C2
1.9	-0.4	-12.9	3.7	-1.4	3.8	-14.3	2.0	-10.1	113.0	NC(=O)C1CCN(C(=O)CSc2nc3ccccc3o2)CC1
3.5	-2.3	-6.4	·	-3.1	-12.3	1.4	1.7	-11.4	101.6	Cc1cccc(NC(=O)c2oc(=O)c3ccccc3c2-c2ccccc2)c1C
-1.1	0.0	8.5	1.1	-3.5	-12.3	5.3	-1.6	8.7	109.0	Cc1cc(C)c(C(=O)NNC(=O)c2cccnc2)c(C)c1
-0.2	1.4	-9.0	21.5	4.1	-0.6	2.2	-2.0	10.4	102.3	COc1ccc(C(=O)Nc2nncs2)c(OC)c1
0.9	0.7	11.6	·	3.6	-6.4	1.0	-1.5	8.0	·	Cc1ccc(C)c(Cn2c(=O)n(CCCC(=O)NCc3ccco3)c(=O)c3ccccc32)c1
-1.1	-1.1	-3.5	-1.0	0.3	14.0	-4.1	·	·	101.2	CC1CN(Cc2nc3c(c(=O)[nH]c(=O)n3C)n2CC(N)=O)CC(C)O1 (centres undefined)
-1.6	-1.3	-5.8	-4.2	-10.9	-0.9	0.8	-1.9	10.7	110.6	CCOC(=O)c1c(-c2ccco2)csc1NC(=O)COC(=O)c1cnc(C)cn1
1.5	-0.3	6.3	2.0	-0.7	6.9	6.4	-2.9	14.3	·	COc1cc(OC)cc(N2C(=O)CSCC2=O)c1

Arranged by the number under OPRM1-OPRD1 inv (rising): three of the compounds above
compound | V-ATPase pH | C-LANA FP | RTF Ca sens inh | Wnt act | Keap1-Nrf2 PPI | Arr AP2 block | RTF Ca sens act | MOR-DOR ag | OPRM1-OPRD1 inv | Pemphigus Ab inh
Cc1ccc(C)c(Cn2c(=O)n(CCCC(=O)NCc3ccco3)c(=O)c3ccccc32)c1 | 0.9 | 0.7 | 11.6 | · | 3.6 | -6.4 | 1.0 | -1.5 | 8.0 | ·
Cc1cc(C)c(C(=O)NNC(=O)c2cccnc2)c(C)c1 | -1.1 | 0.0 | 8.5 | 1.1 | -3.5 | -12.3 | 5.3 | -1.6 | 8.7 | 109.0
COc1ccc(C(=O)Nc2nncs2)c(OC)c1 | -0.2 | 1.4 | -9.0 | 21.5 | 4.1 | -0.6 | 2.2 | -2.0 | 10.4 | 102.3
